# Screening data (PubChem)
# HT1080 IDH1KD tx: qHTS for induction of synthetic lethality in tumor cells producing 2HG: qHTS for the HT-1080-IDH1KD cell line; HT-1080 IDH1 knockdown viability, ATP luminescence, 48 h; Potency, µM (highest dose often 46.1 µM), for the others: top-dose activity, negative = toxicity, actives largely listed as cytotoxic; 360,000 tested, 2% active;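 also: potency is read from the fitted curve at half-maximal effect; 0% = DMSO wells and -100% = cell-free medium wells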
#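 HT-1080-IDH1KD cells (IDH1 knocked down), 750/well in RPMI with 5% FBS, treated with compound 48 h at 37 degrees C. Viability by CellTiter-Glo luminescence, normalised to DMSO and no-cell wells; concentration-response curves classed.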
# SW480 rerep: A quantitative high throughput screen for small molecules that induce DNA re-replication in SW480 colon adenocarcinoma cells | SW480 DNA re-replication, Hoechst DNA content imaging, 48 h | Potency, µM (top dose mostly 46.1 µM), inactives show at the highest dose re-replication activation, actives largely listed as activators | 340,000 tested, 1.8% active | AID 624297, 2012; also: potency is read from the fitted curve at half-maximal effect; % of control where 0% means no effect; nearly all actives have a fitted effect of over 55% in size
#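 Per well, 250 cells were exposed to pinned compound for 48 hr. Nuclear DNA was visualised with Hoechst (40 min, 37 C) and total object intensity recorded by fluorescence scanning.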
# S2 tox: Viability Counterscreen for Primary qHTS for Inhibitors of ATXN expression; 400,000 tested, 0.49% active; Potency, µM (highest dose often 56.7 µM), hits mostly cytotoxic; AID 651635, 2014; S2 cells (HEK-293 line with an ATXN2-luciferase reporter) viability, CellTiter-Fluor protease fluorescence, 24 h; also: potency is read from the fitted curve at half-maximal effect; nearly all actives have a fitted effect of over 40% in size
# HT1080NT lethal: qHTS for induction of synthetic lethality in tumor cells producing 2HG: qHTS for the HT-1080-NT fibrosarcoma cell line; 360,000 tested, 1.6% active; AID 686970, 2013; Potency, µM (doses to about 46.1 µM), for inactives: top-dose activity, negative = less viability, hits mostly cytotoxic; HT-1080-NT fibrosarcoma viability, CellTiter-Glo ATP luminescence, 48 h;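 also: NT is the 2HG producing partner of a matched IDH1 knockdown line; potency is read from the fitted curve at half-maximal effect; 0% = DMSO-treated cells and -100% = media-only wells without cells; nearly all actives have a fitted effect of over 55% in size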
#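 A 48-hour cytotoxicity screen used HT-1080-NT cells plated 2 hours before compound delivery. ATP-based CellTiter-Glo luminescence measured viability, normalized to DMSO and no-cell controls.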
# KB-3-1 tox: qHTS assay for MDR1-selective chemotherapeutics: Primary screen using the parental adenocarcinoma cell KB-3-1; KB-3-1 viability, CellTiter-Glo ATP luminescence, 72 h; Potency, µM (top dose mostly 46.1 µM), for inactives: at the highest dose activity change, negative = cytotoxic, hits mostly cytotoxic; 400,000 tested, 1.4% active; AID 1347075, 2019; also: potency is read from the fitted curve at half-maximal effect; % is scaled to controls: 0 for no effect and ±100 for the full control effect; nearly all actives have a fitted effect of over 60% in size
#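 Using CellTiter-Glo luminescence, growth of non-resistant KB-3-1 adenocarcinoma cells is assessed 72 h after pin-tool compound addition at 37 °C. Normalized responses across the concentration series yield fitted curves.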
# HepG2 tox: qHTS for Inhibitors of TGF-b: Cytotox Counterscreen. HepG2 CAGA-GFP viability, ATP luminescence, 18 h. Potency, µM (series often up to 46.1 µM), for the others: top-dose activity change, negative = cytotoxicity, actives largely listed as cytotoxic. 410,000 tested, 0.76% active. AID 588856, 2011; also: potency is read from the fitted curve at half-maximal effect; some results filed as inactive show a strong effect at the top dose
#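 HepG2 CAGA-GFP cells (1000/well, DMEM with 1% FBS) received compound, then TGF-beta at 500 pg/mL final, and were incubated 18 hours at 37 degrees C. Viability was read by CellTiter-Glo luminescence. Media-only wells were set as complete cell-killing and DMSO as no toxicity.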
# IL-1B inflam inh: qHTS for Inhibitors of Inflammasome Signaling: IL-1-beta AlphaLISA Primary Screen; 360,000 tested, 4.7% active; activity change, % at 57.5 µM; THP-1 LPS/ATP IL-1B secretion, AlphaLISA, 16 h; stronger effect = lower value; in the data active = activity change below about -50%; inconclusive = mostly about -30% to -49%; also: % is scaled to controls: 0 for no effect and ±100 for the full control effect
#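 Secreted IL-1B measured by AlphaLISA bead assay after 16 h compound exposure of THP-1 cells; compounds (final up to 57.5 uM) added 1 h before LPS (250 ng/mL) and ATP (1.25 mM) stimulation; lower signal means less secretion.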
# MCF10A rerep: A quantitative high throughput screen for small molecules that induce DNA re-replication in MCF 10a normal breast cells; Potency, µM (top dose mostly 46.1 µM), for the others: at the top dose activity, positive = re-replication, usual class: activators; 350,000 tested, 2.9% active; MCF 10A DNA re-replication, Hoechst nuclear intensity, 48 h; AID 624296, 2012; also: potency is read from the fitted curve at half-maximal effect; % of control where 0% means no effect; nearly all actives have a fitted effect of over 50% in size
# ATXN2 expr inh: Primary qHTS for Inhibitors of ATXN expression | HEK-293 ATXN2-luciferase reporter, luminescence, 24 h | Potency, µM (titrated, usually from 57 µM), inactives show top-dose activity change, negative = inhibition, usual class: inhibitors | 360,000 tested, 0.72% active; also: potency is read from the fitted curve at half-maximal effect; % is scaled to controls: 0 for no effect and ±100 for the full control effect; nearly all actives have a fitted effect of over 55% in size
#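 ATXN2-luciferase reporter cells (luciferase flanked by upstream and downstream ATXN2 gene portions) were treated 24 h at 37 °C with compounds at up to 57 uM. SteadyGlo luminescence gave expression; GF-AFC fluorescence gave viability.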
# Active calls of the source: *; i = inactive; ? = inconclusive; · = not tested or not shown; & = joins results of further samples; [ ] = remark or other dose. Unless noted, calls follow the shape of the dose curve; as a rule, active = well fitted curve in the direction sought with a large enough effect; inconclusive = small, poorly fitted or top-dose-only effect, or another doubt; inactive = no such curve, though single readings can be large; an effect the other way counts as inactive or inconclusive.
SMILES,HT1080 IDH1KD tx,SW480 rerep,S2 tox,HT1080NT lethal,KB-3-1 tox,HepG2 tox,IL-1B inflam inh,MCF10A rerep,ATXN2 expr inh
Cc1cc(C(F)(F)F)nc(SCc2ccc(C(=O)O)o2)n1,10%,-10%,i,12%,-1%,13%,0,2%,5%
CCOC(=O)N1CCN(C(=O)C(=O)c2cn(CC(=O)N3CCCCCC3)c3ccccc23)CC1,0%,?,i,-4%,2%,-3%,i,-5%,-10%
COCP(=O)(c1ccccc1)c1ccccc1,-8%[9.24 µM],7%,i,-4%,-5%,-2%,15,4%,1%
CC(=O)Nc1ccccc1Oc1ccccc1,-6%,-5%,i,0%,0%,-1%,-21,?,-1%
CCC(C)c1ccc(NC(=O)c2cccs2)cc1 (stereo unspecified),?,-1%,i,?,1%,-23%,?,-1%,92%[activator]
Cc1ccc(-n2nnnc2Sc2nc([N+](=O)[O-])nn2C)c(C)c1,-14%,?,i,-23%,?,-9%,?,1%,-1%
COc1ccc(S(=O)(=O)N/N=C\c2ccc3c(c2)OCO3)cc1,-16%,2%,i,?,-2%,1%,-4,-4%,-7%
CC(C)(C)NC(=O)NC(=O)CN1CCCCCCC1,-4%,3%,i,-3%,?,0%,20,9%[9.22 µM],2%
O=CN1Cc2ccccc2-c2ccccc2C1,13%,2%,i,8%,8%,0%,1,-3%,-18%
Cc1cccc(NC(=O)CN2C(=O)CSC2=O)c1,10%,-8%,i,6%,12%,-4%,13,2%,15%
CCOc1ccc(CCNC(=O)C2CCN(c3nn4c(=O)cc(C)nc4s3)CC2)cc1,4%,-2%,i,3%,2%,-22%,-11,2%,1%
CS(=O)(=O)c1ccc(N2CCN(S(=O)(=O)c3cccs3)CC2)c([N+](=O)[O-])c1,-22%,-5%,?,-22%,?,-59%,-23,5%,·
CC(=O)/C(=C/Nc1ccc(Oc2ccccc2)cc1)c1ccccc1,1%,-5%,i,-1%,-13%,-22%,?,18%,0%
CC(=O)c1cccc(NC(=O)C2=CC(c3ccco3)=NS(=O)(=O)N2C)c1,-3%,4%,i,-1%,-1%&-8%,0%&-17%,-3,-1%,27%&5%
CC(=O)c1cccc(NC(=O)c2ccc(-c3c(C)noc3C)c3ccoc23)c1,?,·,?,25%,0%,-15%,77,·,19%
CCCC(=O)N1c2ccccc2C(N(C(C)=O)c2ccccc2)CC1C (stereo unspecified),0%,-1%,i,-3%,0%,-19%,30,13%,-1%
CCOC(=O)CCS(=O)(=O)c1ccc(-c2ccc(S(=O)(=O)CCC(=O)OCC)cc2)cc1,4%,-5%,i,5%,17%,0%,-99*,-6%,-4%
N=C(N)SCc1cccc2ccccc12,-8%,-10%,i,-15%,-22%,-44%,·,0%,-23%
O=C(Cn1cnc2c(nnn2-c2ccc(F)cc2)c1=O)N1CCCc2ccccc21,-8%,3%,i,8%,-8%,7%,?,6%,12%
CCOC(=O)N1CCN(C2CC(=O)N(c3ccc(Cl)c(Cl)c3)C2=O)CC1 (stereo unspecified),-10%,3%,i,0%,13%,7%,22,1%,-4%
COc1ccc(C)c2sc(N(CCN(C)C)C(=O)c3ccc(S(=O)(=O)N(C)c4ccccc4)cc3)nc12,8%,·,i,0%,0%,-18%,19,·,·
O=c1ccn([C@@H]2O[C@H](CNCc3ccc(-c4cc(C(F)(F)F)ccc4Cl)o3)[C@@H](O)[C@H]2O)c(=O)[nH]1,4%,11%,i,10%,9%,-1%,-13,-5%,1%
CCCn1c(=O)c(C(=O)Nc2ncccc2C)c(O)c2ccccc21,-19%,?,i,-28%,-5%,2%,-5,?,-7%
COc1cc(C(=O)Oc2ccccc2/C=N/NC(=O)c2ccc(Cl)cc2)cc(OC)c1OC,?,?,?,?,5.2µM*,6%,50,?,0%
CN(C)S(=O)(=O)c1ccc(N2CCCC2)c(C(=O)Nc2ccccc2OC(F)F)c1,-14%,0%,i,-12%,-8%,-12%,-27,-2%,-1%

# A stretch of the results above:
SMILES,HT1080 IDH1KD tx,SW480 rerep,S2 tox,HT1080NT lethal,KB-3-1 tox,HepG2 tox,IL-1B inflam inh,MCF10A rerep,ATXN2 expr inh
Cc1cc(C(F)(F)F)nc(SCc2ccc(C(=O)O)o2)n1,10%,-10%,i,12%,-1%,13%,0,2%,5%
CCOC(=O)N1CCN(C(=O)C(=O)c2cn(CC(=O)N3CCCCCC3)c3ccccc23)CC1,0%,?,i,-4%,2%,-3%,i,-5%,-10%
COCP(=O)(c1ccccc1)c1ccccc1,-8%[9.24 µM],7%,i,-4%,-5%,-2%,15,4%,1%
CC(=O)Nc1ccccc1Oc1ccccc1,-6%,-5%,i,0%,0%,-1%,-21,?,-1%
CCC(C)c1ccc(NC(=O)c2cccs2)cc1 (stereo unspecified),?,-1%,i,?,1%,-23%,?,-1%,92%[activator]
Cc1ccc(-n2nnnc2Sc2nc([N+](=O)[O-])nn2C)c(C)c1,-14%,?,i,-23%,?,-9%,?,1%,-1%
COc1ccc(S(=O)(=O)N/N=C\c2ccc3c(c2)OCO3)cc1,-16%,2%,i,?,-2%,1%,-4,-4%,-7%
CC(C)(C)NC(=O)NC(=O)CN1CCCCCCC1,-4%,3%,i,-3%,?,0%,20,9%[9.22 µM],2%
O=CN1Cc2ccccc2-c2ccccc2C1,13%,2%,i,8%,8%,0%,1,-3%,-18%

# (further entries)
SMILES,HT1080 IDH1KD tx,SW480 rerep,S2 tox,HT1080NT lethal,KB-3-1 tox,HepG2 tox,IL-1B inflam inh,MCF10A rerep,ATXN2 expr inh
COc1cccc(-c2noc(C3CC(=O)N(c4ccc(F)cc4)C3)n2)c1OC (stereo unspecified),·,·,?,·,0%,-19%,·,·,-4%
Cc1cccc(C)c1NC(=O)CSc1nnc(C)c(=O)[nH]1,-11%,-3%,i,-1%,4%,15%,-9,14%,-5%
CCOC(=O)c1[nH]c2ccc(OC)cc2c1NC(=S)N1CCN(c2cccc(C)c2C)CC1,?,?,i,?,-24%,10µM*,-7,15µM*,-31%
CCCn1c(N)c(N2CCCCC2)c(=O)n(CC(=O)Nc2ccc(C(C)=O)cc2)c1=O,17%,-6%,i,12%,-1%,1%,-1,0%,2%
CCOc1ccccc1NC(=O)Nc1ccc(CC#N)cc1,-2%,-2%,i,-2%,-25%,-10%,?,3%,·
COc1ccc(C2(CNC(=O)c3ccccc3)CCCC2)cc1OC,-2%,5%,i,-7%,-4%,4%,-2,5%,-7%
O=C(NC1CCN(Cc2ccc(Cl)c(Cl)c2)CC1)c1ccccc1,0%,-1%,i,-1%,-21%,-2%,-19,12%,-15%
COc1ccc(-c2nc(-c3ccc4c(c3)OCO4)[nH]c2-c2ccc(OC)cc2)cc1,?,?,?,18µM*,-9%,-41%,?,?,-20%
CC(NC(=O)c1cn(C)c2ccc(S(=O)(=O)N3CCCC3)cc2c1=O)c1ccccc1 (stereo unspecified),-1%,?,i,2%,16%,2%,-8,-9%,11%
COc1ccc(S(=O)(=O)NCCSCc2ccccc2C)cc1Br,-3%,0%,i,-1%,-10%,-8%,-23,2%,-6%
O=c1oc(CCCO)cc2ccc(C#Cc3cccnc3)cc12,-13%,0%,i,-1%,0%,2%,-2,16%,58%[activator]
CCOC(=O)C1=CN(Cc2ccco2)S(=O)(=O)NC1CC (stereo unspecified),2%,-7%,i,0%,2%,-12%,5,4%,5%
CCOC(=O)c1[nH]c(C)c(C(=O)N2CCc3ccccc32)c1C,1µM*,0.52µM*,i,?,0.33µM*,-32%,108,0.41µM*,0%
COc1ccc(NC(=O)CS(=O)(=O)c2cccc(Cl)c2)cc1,10%,?,i,10%,9%,-5%,-25,4%,-13%
CN(C)S(=O)(=O)c1cc(NC(=O)COC(=O)Cc2ccc(Cl)cc2Cl)ccc1Cl,13%,-3%,i,15%,13%,4%,-5,-2%,4%
Cc1nn(C(C)CC(=O)O)c(C)c1Br (stereo unspecified),12%,-11%,i,2%,-6%,-25%,-1,-12%,0%
CC(Sc1nc2cc([N+](=O)[O-])ccc2n1-c1cccc(C(F)(F)F)c1)C(=O)NC(N)=O (stereo unspecified),-9%,-5%,i,-8%,0%,3%,10,7%,-26%
CCCCC(=O)OCCNC(=O)c1cc2ccccc2oc1=O,3%,-6%,i,9%,5%,-44%,-4,0%,-6%
CCCCN(C(=O)CSCc1c(C)noc1C)c1c(N)n(CCC)c(=O)[nH]c1=O,-2%,0%,i,14%,0%,0%,i,-25%,8%
COc1ccc(S(=O)(=O)N2CCN(Cc3cccc(F)c3)CC2)cc1,3%,0%,i,?,6%,13%,-23,13%,-23%
COC(=O)C1=C(C)N(Cc2ccccc2)C(=NCc2cccc(Cl)c2)N[C@H]1c1ccccc1,-14%,-10%,35µM*,-12%,0%,-96%,?,?,?
O=C(N/N=C/c1ccco1)c1cccc(N2CCCC2=O)c1,-12%,0%,i,-8%,?,2%,-5,1%,15%
O=C(NC1CCN(Cc2ccccc2)CC1)c1cn(-c2ccccc2)nc1-c1cccnc1,7%,-7%,i,5%,-8%,-2%,-91*,14%,3%
O=c1c2cc(F)ccc2[nH]c(=S)n1Cc1ccc(F)cc1,-4%,-6%,i,-1%,-3%,-13%,26,?,-4%
